Bioassay records from PubChem.
CHRM5 agonist – human M5 muscarinic receptor agonists, primary screen, CHO-K1 cells, Fluo-8 calcium fluorescence; actives 0.19% (n = 360,000); activation, % at 3 µM; CHO-K1 hM5 cells; 0% DMSO wells, 100% maximal acetylcholine response;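 active means activation above the run's mean over test compounds plus 3 SD, cut at about 23% in these data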;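 further: signal is peak over basal fluorescence ratio across the kinetic read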
Target sequence (P08912 whole entry, looked up): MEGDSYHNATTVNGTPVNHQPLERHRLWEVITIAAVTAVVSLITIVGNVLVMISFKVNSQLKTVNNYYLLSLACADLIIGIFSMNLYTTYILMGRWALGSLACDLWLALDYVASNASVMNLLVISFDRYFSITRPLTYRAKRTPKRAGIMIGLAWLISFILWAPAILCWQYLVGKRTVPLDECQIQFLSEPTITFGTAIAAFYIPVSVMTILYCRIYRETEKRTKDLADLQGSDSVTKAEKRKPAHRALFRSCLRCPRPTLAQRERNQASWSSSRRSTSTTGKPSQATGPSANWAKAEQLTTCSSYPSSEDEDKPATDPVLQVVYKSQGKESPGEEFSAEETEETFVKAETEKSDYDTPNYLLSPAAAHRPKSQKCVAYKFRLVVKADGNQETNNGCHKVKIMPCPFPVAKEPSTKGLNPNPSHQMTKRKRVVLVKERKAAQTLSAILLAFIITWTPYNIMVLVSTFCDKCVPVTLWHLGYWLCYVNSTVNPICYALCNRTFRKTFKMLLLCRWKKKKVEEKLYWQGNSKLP
M5 antag – human M5 muscarinic receptor antagonists, primary screen, CHO cells, Fluo-8 calcium fluorescence; Muscarinic acetylcholine receptor M5 (Homo sapiens), P08912; CHO-hM5 cells, ACh EC80; inhibition, % at 3 µM; actives 0.59% (n = 360,000); AID 624040, 2012;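 active means inhibition above a per-plate cutoff, the mean of that plate's test compounds plus 3 SD, cut at about 27% in these data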;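 further: 0% = acetylcholine EC80 with DMSO and 100% = DMSO without agonist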
CHRM4 PAM – human M4 muscarinic receptor positive allosteric modulators, primary screen, CHO-K1 cells, Fluo-8 calcium fluorescence; Muscarinic acetylcholine receptor M4 (Homo sapiens), P08173; CHO-K1 hM4/Gqi5, ACh EC20; 0% = ACh EC20, 100% = maximal ACh; activation, % at 3 µM; actives 0.4% (n = 360,000);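 active means activation above its plate's cutoff, the mean activation of sample wells plus 3 SD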; further: some results filed as inactive read as strong as hits
Target sequence (P08173 whole entry, looked up): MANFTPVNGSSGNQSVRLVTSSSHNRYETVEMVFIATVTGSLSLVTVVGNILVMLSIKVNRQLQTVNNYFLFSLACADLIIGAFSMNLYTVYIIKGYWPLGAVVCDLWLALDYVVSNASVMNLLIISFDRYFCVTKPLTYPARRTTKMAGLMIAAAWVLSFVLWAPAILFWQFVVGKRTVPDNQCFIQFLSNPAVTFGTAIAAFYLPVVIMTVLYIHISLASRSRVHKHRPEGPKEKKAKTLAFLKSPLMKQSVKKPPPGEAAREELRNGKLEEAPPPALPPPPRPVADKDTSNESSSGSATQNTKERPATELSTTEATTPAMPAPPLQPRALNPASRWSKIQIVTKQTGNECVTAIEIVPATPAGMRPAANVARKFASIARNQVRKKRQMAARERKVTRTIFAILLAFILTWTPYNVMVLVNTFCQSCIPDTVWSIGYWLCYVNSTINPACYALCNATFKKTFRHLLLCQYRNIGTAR
CHRM4 agonist – human M4 muscarinic receptor agonists, primary screen, CHO-K1 cells, Fluo-8 calcium fluorescence | CHO-K1 hM4/Gqi5; vehicle 0%, full acetylcholine response 100% | actives 0.14% (n = 360,000) | Muscarinic acetylcholine receptor M4 (Homo sapiens), P08173 | AID 624127, 2012 | activation, % at 3 µM;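 active means activation above the run mean over all test wells plus 3 SD, cut at about 32% in these data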;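 further: peak over basal fluorescence ratio per well then scaled between controls; 0% = DMSO wells and 100% = acetylcholine at EC100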
M5 PAM – human M5 muscarinic receptor positive allosteric modulators, primary screen, CHO-K1 cells, Fluo-8 calcium fluorescence | Muscarinic acetylcholine receptor M5 (Homo sapiens), P08912 | CHO-K1 hM5, ACh EC20 PAM; 0% = ACh EC20, 100% = ACh EC100 | activation, % at 3 µM | actives 0.3% (n = 360,000) | AID 624038, 2012;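 active means activation above the run cutoff, the mean activation of all test compounds plus 3 SD, cut at about 18% in these data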
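Test system: CHO-K1 hM5 cells / Doses: single-point, 3 µM nominal / Times: Post-acetylcholine fluorescence recording 140 s / Technique: Fluo-8 calcium fluorescence / Measure: Max/basal fluorescence ratio as % of EC20–EC100 ACh window / Benchmarks: low control EC20 acetylcholine (0%), high control EC100 acetylcholine (100%) / Replicates: one well per compound, no replicates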
CRFR2-BP ag – agonists of CRF-BP/CRF-R2 complex, primary screen, cell-based, HEK293, calcium dye fluorescence, uHTS; activation, % at 13.2 µM; AID 588473, 2011; actives 0.46% (n = 350,000); CRF-binding protein / CRF receptor 2 complex (human); calcium dye fluorescence (FLIPR); percent of saturating CRF peptide response;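 active means activation of at least 50%, plus an integration ratio under a set limit after plate pattern correction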;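 further: plate controls were neutral control wells without compound for no effect and CRF at EC100 for full effect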
CRFR2-BP antag – antagonists of CRF-BP/CRF-R2 complex, primary screen, cell-based, HEK293, calcium dye fluorescence, uHTS | CRF-induced calcium fluorescence | inhibition, % at 11.8 µM | actives 0.59% (n = 350,000);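 active means inhibition of the ligand-induced calcium signal above about 50% at the single tested concentration, limit read from the data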
CHRM1 PAM – human M1 muscarinic receptor positive allosteric modulators, primary screen, CHO-K1 cells, Fluo-8 calcium fluorescence, 1536-well; Muscarinic acetylcholine receptor M1 (Homo sapiens), P11229; CHO-K1 hM1, ACh EC20; 0% = ACh EC20, 100% = maximal ACh; activation, % at 3 µM; actives 0.088% (n = 360,000); AID 588819, 2011; in the data active means activation above about 19%, passing the limit was not always enough
CHRM4 antagonist – human M4 muscarinic receptor antagonists, primary screen, CHO cells, Fluo-8 calcium fluorescence | AID 624125, 2012 | CHO-hM4 cells, ACh EC80 | actives 0.73% (n = 360,000) | inhibition, % at 3 µM;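 active means inhibition above its plate's cutoff, the mean inhibition of sample wells plus 3 SD, cut at about 27% in these data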;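 further: 0% = acetylcholine EC80 with DMSO and 100% = DMSO without agonist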
Active calls of the source: *; . = no result given.

SMILES	CHRM5 agonist	M5 antag	CHRM4 PAM	CHRM4 agonist	M5 PAM	CRFR2-BP ag	CRFR2-BP antag	CHRM1 PAM	CHRM4 antagonist
C[C@@H]1CN([C@@H](C)CO)C(=O)c2ccccc2-c2ccccc2CO[C@@H]1CN(C)S(=O)(=O)c1ccc(C(F)(F)F)cc1	0	-3	3	-1	5	0.3	9	10	-5
Cn1nc(C(=O)NNC(=O)C(CCC(N)=O)NS(=O)(=O)c2ccc(Cl)cc2)c2ccccc2c1=O (configuration not stated)	4	2	8	0	6	-0.3	3	5	-12
CCOc1ccc(C(=O)Nc2c(C(N)=O)oc3ccccc23)cc1	-1	0	0	10	-5	-1.2	9	-13	-5
O=C(Cc1ccccc1)Nc1cccnc1	-1	-2	14	0	7	-0.2	6	1	3
O=C(/C=C/c1cccc(Br)c1)NC1CCN(Cc2ccccc2)CC1	-5	15	-3	5	-2	1.7	-16	3	-7
CCOc1ccc(NC(=O)CC2C(=O)N(c3ccc(OC)cc3)C(=O)N2CCc2cccs2)cc1 (configuration not stated)	-1	5	3	7	1	-0.1	15	1	1
COc1ccc2sc(-c3ccc(N(C)C)cc3)c(-c3cnc(OC)nc3)c2c1	2	3	0	1	-4	-0.6	-1	0	0
CCOC(=O)C1C(C(=O)OCC)C1(c1ccccc1)c1ccccc1 (configuration not stated)	-4	3	1	-2	-10	-0.2	-7	7	1
CN(C)C(=O)c1cc(C(=O)c2ccc(F)cc2C(F)(F)F)c[nH]1	4	0	0	7	1	1.5	-5	11	-10
Cc1ccsc1/C=C1\CCc2ccccc2C1=O	-3	-1	1	-1	-3	0.3	-10	11	-3
CCN(CC(=O)Nc1ccc2c(c1)OCCO2)C(=O)COc1cc(C)ccc1Cl	1	-1	-4	4	-4	-0.8	-3	1	1
Cc1cccc(C)c1NC(=O)C(=O)NCCCN1CCOCC1	1	-2	5	1	2	1.9	-3	4	2
Cc1nn(CCC#N)c(C)c1Oc1ccccc1O	2	-2	5	1	7	-0.8	2	4	0
COc1ccc2c(c1)CCCC21NC(=O)N(CC(=O)NC(=O)NCc2ccccc2)C1=O (configuration not stated)	-1	8	-3	0	4	2.5	-1	-2	3
O=C(c1ccc(Cl)c(Cl)c1)N1CCC(=O)N([C@H](COCc2cccc(C(F)(F)F)c2)Cc2ccccc2)CC1	2	15	-1	1	-10	.	.	.	-6
CC(C)(C)NC(=O)C1(N2C(=O)c3ccccc3C2=O)CCCC1	0	6	-2	0	6	-4.1	3	3	0
CC1Cc2cc(/C(O)=C3\C(=O)C(=O)N(Cc4cccnc4)C3c3ccccc3F)ccc2O1 (configuration not stated)	1	-14	1	1	9	0.6	13	9	2
CCOc1c(Cl)cc(C(=O)Nc2cccc(C(=O)O)c2)cc1Cl	-1	13	6	1	1	-0.4	9	5	-5
CCNc1ccc(C2(O)C(=O)c3ccccc3C2=O)cc1	-3	6	-3	2	0	-0.3	10	9	11
O=C(O)CCCC(=O)OCCCCc1cccs1	-2	1	9	0	0	0.3	3	-3	-6
COc1ccc2ccccc2c1/C=N\NC(=O)c1cccnc1	0	0	7	3	10	-1.1	-4	2	-10
CCCCn1c(N)c(N(CC)C(=O)c2cccc(OCc3ccccc3)c2)c(=O)[nH]c1=O	-1	2	6	0	0	0.2	-5	0	1
Nc1nc(-c2cccs2)c(NC(=O)c2ccccc2)s1	7	-2	-1	3	-2	1.5	2	2	-5
O=C(Nc1ccc(C(=O)O)cc1)/C(=C\c1ccc(F)cc1)NC(=O)c1ccco1	-3	3	5	1	15	4.2	9	6	-18
O=C(Nn1cnnc1)c1ccc(Cl)cc1	3	3	-2	0	-2	-0.2	10	-1	7

New compounds follow:
SMILES	CHRM5 agonist	M5 antag	CHRM4 PAM	CHRM4 agonist	M5 PAM	CRFR2-BP ag	CRFR2-BP antag	CHRM1 PAM	CHRM4 antagonist
O=C(c1ccco1)N(Cc1ccccc1)c1cccc([N+](=O)[O-])c1	-9	-2	4	0	4	-0.9	27	6	-3
Cc1c(NC(=O)c2cc(-c3ccc4c(c3)OCO4)on2)c(=O)n(-c2ccccc2)n1C	2	-9	11	0	3	-0.2	-11	-3	-2
CCCOC(=O)Nc1cccc(C(C)=O)c1	-5	0	1	1	1	-0.2	2	10	4
CC1(C(=O)NC2CCN(Cc3ccccc3)CC2)CCN1CCc1ccccc1 (configuration not stated)	-3	4	1	3	-7	.	.	-3	-4
O=C(c1ccc(C(F)(F)F)cc1)N1CCC(=O)N([C@H](COCc2ccc(C(F)(F)F)cc2)Cc2ccccc2)CC1	0	2	4	1	-1	.	.	.	-7
O=C(Nc1ccccc1)OCCOc1cccc(Br)c1	-8	6	-5	-1	-3	-1.1	9	3	-6
COc1ccccc1OCc1nnc(SCC(N)=O)n1-c1ccccc1	-4	6	-3	0	2	0.2	4	-4	-4
COCCN(CCOC)S(=O)(=O)c1ccc(C(=O)Nc2nc(C)c(C(C)=O)s2)cc1	3	5	11	2	1	-1.2	-12	7	-7
CCOc1ccccc1NC(=O)/C(C#N)=C/c1cccnc1	-2	0	0	2	6	0.9	-2	2	-8
CC(C(=O)OCC(=O)N1CCCCC1)N1C(=O)c2ccccc2C1=O (configuration not stated)	-11	7	5	1	-5	0.9	12	0	-4
O=C(N/N=C/c1ccc(Cl)cc1)c1ccc2nc[nH]c2c1	3	17	-11	12	-14	1.4	5	-14	18
CCOC(=O)N1CCN(C(=O)C2CCN(Cc3ccc(OC)cc3OC)CC2)CC1	-1	6	15	1	-3	-3.2	20	1	-9
Cc1cc(Cl)cc(C)c1OCCNCc1ccccc1	-9	26	-6	4	-5	0.7	-21	2	5
COc1cc(C(=O)OC2CCOC2=O)c([N+](=O)[O-])cc1OC (configuration not stated)	-2	3	5	-1	3	1.7	-3	6	-12
CC1CC(=O)N(C)c2ccc([N+](=O)[O-])cc2N1 (configuration not stated)	1	3	-5	0	0	-0.3	9	6	6
Cc1[nH]n(-c2ccccc2)c(=O)c1/C=N/N1CCOCC1	-1	5	5	1	4	2.3	7	1	-12
Cc1ccc(C(C)NC(=O)c2cccnc2)cc1 (configuration not stated)	2	1	4	1	8	-0.4	-4	2	-17
CCn1c2ccccc2c2nnc(SCc3ccccc3)nc21	-2	0	-4	2	-7	2.8	3	-2	-12
CCCN(CC(=O)Nc1ccc(F)c(F)c1F)C(=O)CCc1nc2ccccc2c(=O)[nH]1	1	12	-2	1	-3	-0.7	-4	4	-1
Cn1c(N)c(S(=O)(=O)N2CCN(c3ccccc3Cl)CC2)c(=O)n(C)c1=O	0	0	1	2	-4	-0.1	3	5	-4
CC1=C(C(=O)c2ccccc2)C(c2cccc([N+](=O)[O-])c2)NC(=S)N1 (configuration not stated)	-5	9	-4	1	-1	-2.6	4	-1	1
CNC(C)C(=O)NC(C(=O)N1CCCC1C(=O)NC1CCCc2ccccc21)C(C)C (configuration not stated)	2	14	4	1	-5	-2.8	0	3	1
Cc1ccc(Cl)cc1N1CCN(C(=O)CN2C(=O)c3cccc4cccc2c34)CC1	-4	0	-8	1	2	0.8	5	1	1
CC(OC(=O)CCN=C1NS(=O)(=O)c2ccccc21)C(=O)Nc1ccc(F)c(F)c1F (configuration not stated)	-3	-11	17	1	6	-3.7	-32	21	-14
O=c1c2[nH]c3ccc(F)cc3c2ncn1C1CCCCC1	-2	-3	-1	1	-4	1.6	-10	2	-7

(cont.)
SMILES	CHRM5 agonist	M5 antag	CHRM4 PAM	CHRM4 agonist	M5 PAM	CRFR2-BP ag	CRFR2-BP antag	CHRM1 PAM	CHRM4 antagonist
Cc1ccc(NC(=O)c2ccncc2)cc1[N+](=O)[O-]	-2	-3	-3	1	5	-2.9	13	12	-1
O=C(Nc1ccc(Cl)cc1)OCc1cn(-c2ccccc2)nn1	-1	13	2	2	-7	-1.0	5	13	3
O=C(Cn1cnc2c(NCc3ccccc3)ncnc21)NCc1ccc2c(c1)OCO2	1	2	8	1	-1	-3.7	18	15	-24
COc1ccccc1CNC(=O)CSc1nc2nc(C)cc(C)n2n1	-4	-17	2	1	3	0.8	13	2	-22
C=CCNC(=O)c1onc(CSc2ccccc2)c1C(=O)O	2	-1	6	1	12	0.3	4	-2	-9
COc1ccc(C2(CNS(=O)(=O)c3ccccc3)CCOCC2)cc1	-5	7	-3	1	-1	0.2	-1	-7	2
Cc1cc(C)cc(C(=O)Nc2ccc(NC(=O)Cc3ccccc3)cc2)c1	3	7	-2	1	8	-1.2	-12	13	-4
O=C(CNC(=O)c1ccc(S(=O)(=O)N2CCCC2)cc1)N/N=C/c1ccc(Cl)cc1Cl	0	-2	-13	2	0	0.4	-21	1	21
CSc1ncc(OCc2ccccc2)c(=O)[nH]1	5	2	4	0	6	-0.4	-12	4	4
C/C(=N\NC(=O)c1ccco1)c1ccc(-c2ccccc2)cc1	-6	-12	-5	2	0	-0.6	-3	9	-11
COc1ccc(-n2nnnc2SCC(=O)c2ccc(OC)c(OC)c2)cc1	3	0	1	8	-8	-1.3	51*	0	-4
COc1cccc(C2CC(c3cccs3)=NN2C(=O)CSC2=NN3CCCC(=O)N=C3S2)c1OC (configuration not stated)	0	5	-2	4	-5	-2.6	12	-2	6
O=C(OCC1COC(c2ccccc2)(c2ccccc2)O1)c1ccccc1 (configuration not stated)	-2	16	-1	-2	-14	1.9	27	0	-13
CCOc1cccc(-c2nnc3sc(-c4cc(OC)c(OC)c(OC)c4)nn23)c1	2	2	1	0	-2	-0.8	6	-1	1
COc1ccc(CCN=C(N)NS(=O)(=O)c2ccc(C)c(C)c2)cc1OC	-4	17	-3	1	-7	-1.1	5	5	3
CC1(C2CC(C(F)(F)F)n3nc(C(=O)O)cc3N2)CC1 (configuration not stated)	2	3	0	1	2	-0.2	16	2	8
CC(C)(C)OC(=O)C[C@@H]1C/C=C\C[C@@H](CC(=O)N(CCO)Cc2ccccc2)C(=O)N[C@H](C(C)(C)C)COC1=O	3	5	1	13	-6	-0.5	-10	0	-1
c1ccc(CCc2ccncc2)cc1	3	-5	3	0	6	-0.5	8	4	-3
COc1ccc(Nc2oc(COc3ccccc3F)nc2C#N)cc1	-2	-1	4	1	-3	-2.1	35	7	1
Cc1cccc(C)c1N1CCN(S(=O)(=O)N2CCOCC2)CC1	-2	-6	2	6	5	17	17	1	-24
Cc1ccc(-c2c(C(=O)N/N=C/c3c[nH]c4ccccc34)nnn2-c2nonc2N)cc1	-3	-2	-3	4	3	1.4	-14	4	2

Just CHRM1 PAM, for 3 of the compounds above:
canonical_smiles	CHRM1 PAM
O=C(Nc1ccc(C(=O)O)cc1)/C(=C\c1ccc(F)cc1)NC(=O)c1ccco1	6
O=C(/C=C/c1cccc(Br)c1)NC1CCN(Cc2ccccc2)CC1	3
COc1cc(C(=O)OC2CCOC2=O)c([N+](=O)[O-])cc1OC (configuration not stated)	6

Compounds were not picked by outcome; any-hit rate near 2.6%.
